# MBNL1-CUG inh: MBNL1-poly(CUG) RNA binding inhibition; TR-FRET MBNL1-His/biotin-(CUG)12 binding, 665/545 ratio; 280,000 tested, 0.036% active; Q9NR56; Potency, µM (titrated, usually from 57.5 µM), without a hit: at the highest dose activity change, negative = inhibition, most hits filed as inhibitors; active means well fitted inhibition curve with a large enough effect in the signal ratio, with a control signal flat, not every such curve was filed as active; inconclusive means small, poorly fitted or top-dose-only effect, or effect the other way, or a change in a side signal; inactive means no such curve, though single readings can be large or run the other way; the % refers to the signal ratio; further: potency means the concentration at half of the fitted maximal effect; on the % scale 0 is the no-effect control and ±100 the full control effect
# Target sequence (Q9NR56 whole entry, looked up): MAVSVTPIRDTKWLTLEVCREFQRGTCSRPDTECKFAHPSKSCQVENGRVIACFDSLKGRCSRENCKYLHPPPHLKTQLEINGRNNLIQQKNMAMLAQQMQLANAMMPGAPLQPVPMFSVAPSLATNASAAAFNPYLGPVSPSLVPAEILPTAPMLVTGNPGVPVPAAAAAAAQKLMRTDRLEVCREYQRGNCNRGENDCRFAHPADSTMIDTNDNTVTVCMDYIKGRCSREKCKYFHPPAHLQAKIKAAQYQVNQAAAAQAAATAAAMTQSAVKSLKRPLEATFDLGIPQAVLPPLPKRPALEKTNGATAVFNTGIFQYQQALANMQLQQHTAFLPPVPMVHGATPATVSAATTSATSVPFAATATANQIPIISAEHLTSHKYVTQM
#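 His-tagged MBNL1 binding to biotinylated (CUG)12 RNA was measured by TR-FRET using terbium anti-His antibody (0.055 ng/ul final) and streptavidin-XL665 (5 nM final). Compounds were titrated 92 nM to 58 uM; 60 min at room temperature.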
# USP2a block: inhibitors of human ubiquitin-specific protease USP2a | O75604 | USP2 core, Ub-CHOP2 coupled fluorogenic reporter, 485/531 | Potency, µM (doses to about 38.3 µM), for inactives: at the top dose activity change, negative = inhibition, usual class: inhibitors | 330,000 tested, 0.01% active;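 further: potency means the concentration at half of the fitted maximal effect; plate controls were DMSO wells for no effect and full inhibition by NEM control for full effect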
#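 Cell-free coupled assay: 10nM USP2 core preincubated 30min RT with compound in Tris-HCl pH 8.0/CaCl2/CHAPS buffer, then 25nM Ub-CHOP2 and 25nM reporter substrate; fluorescence (Ex 485/Em 531) read after 60min RT, normalized to NEM inhibition, concentration-response curves fitted.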
# TSHR antagonist: blocks TSH signaling through the human TSH receptor; P16473; TSHR-expressing cells, TSH-stimulated cAMP HTRF, 2 h; active compounds read low; activity change, negative = inhibition, % at 11.5 µM; 330,000 tested, 0.2% active; AID 504810;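 active means activity change below a set negative limit, meaning inhibition stronger than a set level, cut at about -70% in these data; inconclusive means activity change between two set negative limits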; further: on the % scale 0 is the no-effect control and ±100 the full control effect
#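 TSHR-expressing cells, 200/well, pre-treated with compound, then stimulated with EC80 TSH (4nM final) for 2 hours at 37 deg C. cAMP measured by competitive HTRF: anti-cAMP cryptate antibody in lysis buffer plus cAMP-d2, read after 30 minutes at room temperature.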
# ASM inhibitor: blocks human secretory acid sphingomyelinase; P17405; placental ASM, HMU-PC fluorogenic substrate, 60 min; Potency, µM (series often up to 57.5 µM), without a hit: at the top dose activity change, negative = inhibition, usual class: inhibitors; 340,000 tested, 0.006% active; further: potency means the concentration at half of the fitted maximal effect
#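 Steps: dispense placental human ASM, pin compound, wait 10 min at room temperature, add HMU-PC0 substrate at 9 uM final, incubate 60 min at 37 °C, add stop solution raising pH to 10, read fluorescence.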
# Chronic BCR inh: chronic active BCR signaling inhibition; ABC-DLBCL IkBa-CBG/CBR reporter, luminescence ratio, 4 h; Potency, µM (doses to about 46.1 µM), for inactives: at the highest dose ratio change, negative = lower green/red ratio, hits mostly inhibitors; 340,000 tested, 0.05% active; active means well fitted inhibition curve with a large enough effect in the signal ratio, with a control signal flat, not every such curve was filed as active; inconclusive means small, poorly fitted or top-dose-only effect, or effect the other way, or a change in a side signal; the % refers to the signal ratio;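 further: potency means the concentration at half of the fitted maximal effect; plate controls were basal doxycycline-induced cells for no effect and cells given 10 µM MG132 for full effect; MG132 reads +100%, hits lower the ratio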
#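 Concentration-response series (up to 46 uM) were applied to TMD8 dual-reporter cells for 4 h at 37C with doxycycline. Green/red ratio, after filter-overlap correction, defined %Activity; red signal alone was normalised to basal cells and zero luminescence.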
# Mito fusion act: mitochondrial division inhibition or fusion activation | Potency, µM (series often up to 46.1 µM), without a hit: top-dose growth rescue (activation), usual class: activators | AID 485298 | S. cerevisiae fusion-defective mutant growth rescue, CellTiterGlo 48 h | 320,000 tested, 0.23% active;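 further: potency means the concentration at half of the fitted maximal effect; % of control where 0% means no effect; nearly all actives have a fitted effect of over 45% in size; temperature-sensitive fusion mutants such as fzo1-1 at 37 °C on non-fermentable ethanol glycerol medium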
#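 Luminescent cell viability in 1536-well qHTS format served as the measure of rescued growth in ts fusion-mutant S. cerevisiae cultured on non-fermentable YPEG for 48 hours at 37C.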
# Eya2 inh: Eya2 (human) phosphatase inhibition; AID 488837; recombinant Eya2, OMFP fluorescence dephosphorylation (OMFP is methylfluorescein phosphate); Potency, µM (titrated, usually from 76.9 µM), for the others: top-dose activity, negative = inhibition, most hits filed as inhibitors; O00167; 330,000 tested, 0.006% active; further: potency means the concentration at half of the fitted maximal effect; on the % scale 0 is the no-effect control and ±100 the full control effect
#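 Eya2 (0.2 uM) preincubated 10 min at ambient with compound, then OMFP substrate added at 50 uM; 10 min reaction in 50 mM HEPES pH 7.5, 50 mM NaCl, 5 uM MgCl2, 0.05% BSA, 1 mM DTT. Fluorescence read at Ex 485/Em 525 nm.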
# KCNH2 WT inh: inhibitors of human wildtype KCNH2 potassium channel; Q12809; U2OS, BacMam KCNH2, thallium flux FluxOr; active compounds read low; activity change, % at 1.84 µM; 340,000 tested, 0.37% active;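 active means maximum activity change below -70%; inconclusive means maximum activity change between -70% and -50%; inactive means maximum activity change above -50%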; further: on the % scale 0 is the no-effect control and ±100 the full control effect
#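 U2OS cells transduced with wild-type KCNH2 virus are loaded with FluxOr dye for 45 min, and thallium flux is measured in kinetic reads before and after stimulation buffer. Rate constants are normalized to DMSO controls.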
# PKM2 act: activators of human pyruvate kinase M2; P14618; purified PKM2, Kinase-Glo ATP luminescence, activation; response scale: 0% is enzyme alone, no compound; Potency, µM (titrated, usually from 57.5 µM), without a hit: top-dose activation, most hits filed as activators; 260,000 tested, 0.34% active; AID 1631; further: potency means the concentration at half of the fitted maximal effect; on the % scale 0 is the no-effect control and ±100 the full control effect; nearly all actives have a fitted effect of over 55% in size
# Target sequence (P14618 whole entry, looked up): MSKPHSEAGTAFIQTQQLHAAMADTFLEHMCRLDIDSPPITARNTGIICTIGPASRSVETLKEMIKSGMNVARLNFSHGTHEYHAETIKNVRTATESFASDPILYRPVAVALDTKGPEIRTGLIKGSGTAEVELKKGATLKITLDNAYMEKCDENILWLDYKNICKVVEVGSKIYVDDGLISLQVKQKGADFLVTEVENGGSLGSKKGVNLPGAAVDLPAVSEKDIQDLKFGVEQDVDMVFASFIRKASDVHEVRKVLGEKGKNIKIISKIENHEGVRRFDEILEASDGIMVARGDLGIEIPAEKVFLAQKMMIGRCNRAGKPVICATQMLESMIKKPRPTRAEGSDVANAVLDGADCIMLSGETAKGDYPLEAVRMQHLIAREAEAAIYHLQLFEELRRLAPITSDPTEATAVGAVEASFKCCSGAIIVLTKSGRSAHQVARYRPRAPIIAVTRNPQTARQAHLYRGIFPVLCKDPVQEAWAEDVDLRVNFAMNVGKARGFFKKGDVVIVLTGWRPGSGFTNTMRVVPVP
#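 Kinase-Glo luminescence reports ATP generated from ADP (0.1 mM) and PEP (0.5 mM) by purified hPK-M2 after 1 h at room temperature, pH 7.2 imidazole buffer; intermediate enzyme activity allows detecting inhibitors and activators.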
# Menin MLL FP TR: displaces Texas Red mutant MLL peptide from human menin; O00255; Menin + Texas Red MLL mutant peptide, fluorescence polarization; Potency, µM (series often up to 61.6 µM), inactives show at the top dose FP activity change, negative = inhibition, hits mostly inhibitors; 270,000 tested, 0.23% active; active means well fitted inhibition curve with a large enough effect in the polarisation, with a control signal flat, not every such curve was filed as active; inconclusive means small, poorly fitted or top-dose-only effect, or effect the other way, or a change in a side signal; inactive means no such curve, though single readings can be large or run the other way; the % refers to the polarisation; further: potency means the concentration at half of the fitted maximal effect; % of control where 0% means no effect; many of its hits are not listed in these tables
# GALK inhibitor: galactokinase (human) inhibition; AID 1868; Potency, µM (highest dose often 57.5 µM), inactives show at the top dose activity change, negative = inhibition, usual class: inhibitors; Purified GALK, Kinase-Glo residual ATP luminescence; 270,000 tested, 0.007% active; P51570; further: potency means the concentration at half of the fitted maximal effect; on the % scale 0 is the no-effect control and ±100 the full control effect
#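 Human GALK (5 nM) with 35 uM ATP and 100 uM galactose in 20 mM HEPES pH 8.0, 5 mM MgCl2, 60 mM NaCl, 1 mM DTT, 0.01% BSA. After 1 h at room temperature, leftover ATP was read by Kinase-Glo Plus luminescence.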
# * = called active by the depositor; ? = inconclusive; · = no result given; [ ] = another dose, or the depositor's remark. Unless noted, the call rests on the fitted dose curve; in most records, active means well fitted curve in the direction sought with a large enough effect; inconclusive means small, poorly fitted or top-dose-only effect, or another doubt; inactive means no such curve, though single readings can be large; an effect the other way counts as inactive or inconclusive. These rows are one share of the data, so the mix of outcomes need not match the whole.
# Values run as follows: MBNL1-CUG inh	USP2a block	TSHR antagonist	ASM inhibitor	Chronic BCR inh	Mito fusion act	Eya2 inh	KCNH2 WT inh	PKM2 act	Menin MLL FP TR	GALK inhibitor
CCOC(=O)c1cccc(NC(=O)CCOc2ccccc2)c1
    11%	3%	-10	-1%	-6%	?	-11%	3	-10%	?	1%
CC1CCN(C(=O)COc2ccc(Nc3ccccc3)cc2)CC1
    -1%	0%	-3	-2%	0%	-1%	-16%	-7	·	1%	0%
COCCCNC(=O)C1CCN(S(=O)(=O)c2ccc3nc4c(c(C(=O)O)c3c2)CCCCC4)CC1
    -5%	-1%	-2	0%	5%	-16%	-1%	5	·	12%	-2%
CC12CCC(C(=O)N3CCN(c4ccccc4)CC3)(CC1=O)C2(C)C (stereo not drawn)
    -4%	0%	2	1%	?	3%	-5%	-13	1%	-23%	-2%
Cc1oc2c(CN3CCCC3)c(O)ccc2c(=O)c1-c1ccccc1
    -1%	3%	10	102%[activator]	?	-4%	13%	38	0%	-22%	-2%
Cc1oc2c(c1C(=O)c1ccc(Cl)cc1)C(=O)C(=O)c1ccccc1-2
    7%	2%	-9	-6%	-4%	0%	7%	-35	3%	?	-1%
O=C(C1=C(O)C(=O)N(c2ncccn2)C1c1ccc(Cl)c(Cl)c1)c1ccco1 (stereo not drawn)
    35%[activator]	5%	5	-7%	3%	·	6%	-6	-1%	?	-1%
CCCn1c2c(c(=N)c3c1CCC3)CCCC2
    -7%	2%	2	4%	1%	6%	4%	8	-10%	-6%	2%
Cc1ccc(CN2CC(C(=O)Nc3cc(S(C)(=O)=O)ccc3Cl)CC2=O)cc1 (stereo not drawn)
    -2%	2%	26	-1%	-1%	0%	-9%	-13	34%	4%	-1%
COc1ccc(N2CCN(C(=O)COCc3cc(-c4ccc5c(c4)OCO5)on3)CC2)cc1
    -6%	1%	-2	-8%	?	7%	-2%	-6	·	-18%	1%
CCOC(=O)c1c2n(c3ccc(O)cc13)CCC2
    -3%	2%	-4	1%	5%	-1%	8%	0	-19%	9%	1%
COC(=O)CNC(=O)c1ccc2c(c1)S(=O)(=O)c1ccccc1C2=O
    ?	-2%	-7	0%	-3%	-4%	-4%	3	-2%	16%	4%
COc1ccc(O)c(/C=N/n2c(-c3ccco3)csc2=Nc2cccnc2)c1
    ·	4%	-10	-2%	7%	2%	-8%	1	12%	24%	0%
CCCCn1nc(C(=O)N(C)C2CCCCC2)c2ccccc2c1=O
    ·	-1%	28	0%	0%	13%	0%	-6	·	·	·
CCCN(CCC)CC(O)CN1C(=O)NC(C)(C)C1=O (stereo not drawn)
    -3%	0%	7	4%	19%	-2%	15%	1	-7%	-19%	6%
CCc1ccc(-c2cc(C(=O)N/N=C/c3c[nH]c4ccccc34)[nH]n2)cc1
    -2%	-9%	-2	-30%	?	5%	-6%	-1	-7%	?	8%
N#CCSc1nc(-c2ccccc2)nc2ccc(F)cc12
    0%	0%	-1	-5%	-13%	1%	-3%	-12	2%	-9%	1%
CC(C)(C)Nc1nc(NC(C)(C)C)nc(-n2ccnc2)n1
    -3%	-1%	-8	0%	16%	?	-1%	-10	-1%	-24%	5%
N#C/C(=C(/O)CN1CCCC1)c1nc(-c2ccccc2)cs1
    ·	-2%	4	0%	?	10%	?	-15	-4%	·	0%
Cc1ccc(S(=O)(=O)N2[C@@H](c3ccc(F)cc3)C(C(=O)O)=C[C@H]2CC2CCCC2)cc1
    ·	-24%	-5	30%	?	·	-9%	-5	·	·	·
CCn1c2ccccc2c2cc(NC(=O)COC(=O)c3cccc(S(=O)(=O)NC)c3)ccc21
    13%	1%	14	-17%	?	-9%	-2%	-1	5%	-9%	-1%
Cc1cccc(NC(=O)CSc2nnc(-c3cc(C)n(-c4ccccc4)c3C)o2)c1C
    -2%	-7%	6	-5%	-2%	?	-2%	-5	-12%	-12%	-2%
N#CCc1ccc(NS(=O)(=O)c2ccc(C3CCCCC3)cc2)cc1
    3%	3%	-25	·	0%	?	5%	-11	1%	-8%	-2%
Cn1c(=O)c2[nH]c(-c3ccccc3Cl)c(O)c2n(C)c1=O
    10%	1%	13	0%	?	-3%	4%	0	?	?	1%
c1ccc2[nH]c(CN3CCN(c4ncnc5c4oc4ccccc45)CC3)nc2c1
    -4%	2%	-8	-3%	1%	-7%	-2%	-2	3%	9%	1%
CC(C(=O)N1CCc2ccccc21)N1CCN(S(=O)(=O)c2ccc(C(F)(F)F)cc2)CC1 (stereo not drawn)
    ·	-15%	-24	-1%	?	18%	0%	-22	·	·	·
NC(=O)C1CC(=O)N(c2ccc(OCc3ccc(Cl)cc3)cc2)C1 (stereo not drawn)
    -6%	1%	6	-2%	?	-5%	-17%	·	2%	6%	0%
CC(=O)Nc1ccc2c(c1)nc(CCN1CCC(C)CC1)n2C
    -11%	1%	23	1%	-8%	5%	-12%	-2	2%	-7%	3%
Cc1ccc(CSCC(=O)Nc2ccccc2C(=O)O)cc1
    -5%	1%	-12	0%	?	1%	6%	-5	-5%	26%	5%
O=C(N/N=C/c1cc2c(cc1Br)OCO2)c1c[nH]c2ccccc12
    12%	2%	-2	-5%	?	-6%	11%	·	3%	?	6%
COc1ccc(CCNC(=O)Cc2ccc(NC3=NC4CS(=O)(=O)CC4S3)cc2)c(OC)c1 (stereo not drawn)
    3%	1%	12	2%	-17%	0%	-4%	1	26%	-2%	·
CCC(=O)c1ccc(OCC(=O)NNC(=O)c2cc(C)oc2C)cc1
    ·	1%	2	-1%	-10%	13%	12%	18	·	·	·
C=C1CCC[C@]2(C)C[C@H]3OC(=O)C(CN[C@@H](C)c4ccccc4)[C@H]3CC12 (stereo partly drawn)
    0%	0%	-13	-2%	-1%	-39%[inhibitor]	-15%	-4	·	?	-2%
COCO/C=C(\NC(C)=O)c1ccccc1
    ·	3%	-25	1%	4%	-9%	0%	5	·	·	·
COc1ccc(C(=O)NCCCNC(=O)c2ccc(C)nc2)cc1
    -3%	0%	22	5%	0%	3%	-21%	-5	-7%	-5%	0%
Cc1nc(NS(=O)(=O)c2ccccc2)sc1C(=O)NN
    -1%	3%	-4	-3%	?	3%	5%	-1	9%	12%	4%
COc1ccc(OC)c(S(=O)(=O)N2CCc3ccccc32)c1
    -6%	3%	-16	2%	3%	-2%	-2%	-6	6%	-8%	0%
O=C(CCC1CCCC1)NNC(=O)c1ccc(F)cc1
    ·	2%	4	3%	0%	-2%	13%	1	·	·	·
O=C(NCCS(=O)(=O)N1CCN(Cc2ccccc2)CC1)c1ccc(F)cc1
    ·	4%	-5	3%	-3%	1%	3%	1	·	·	·

# 3 entries out of the list above, arranged by their value in Eya2 inh, low to high:
smiles	Eya2 inh
C=C1CCC[C@]2(C)C[C@H]3OC(=O)C(CN[C@@H](C)c4ccccc4)[C@H]3CC12 (stereo partly drawn)	-15%
COc1ccc(OC)c(S(=O)(=O)N2CCc3ccccc32)c1	-2%
O=C(NCCS(=O)(=O)N1CCN(Cc2ccccc2)CC1)c1ccc(F)cc1	3%
